Screening results (PubChem)
miR122 inh – inhibitors of miR-122 in Huh7 cells. Huh7 miR-122 Renilla luciferase sensor, 48 h; neutral wells = 0, positive control = 100. 0.3% of 340,000 active. activation (reporter increase), % at 12.5 µM;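 active means mean replicate activation score at least 90 and every replicate individually at or above 90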;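 further: higher luciferase means less miR-122 activity so hits act as miR-122 inhibitors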
EWS-Fli block – inhibitors of EWS/Fli oncoprotein transcriptional activity. A673 NR0B1-luciferase reporter, viability-normalised. 0.67% of 350,000 active. AID 651661. inhibition, % at 12.6 µM;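 active means mean inhibition of at least 50% after viability correction, with every replicate also passing that limit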;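 further: firefly luciferase signal divided by Alamar Blue viability fluorescence both relative to DMSO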
FN deposition inh – fibronectin deposition inhibition | AH1F fibroblasts, Alexa488-fibronectin deposition fluorescence, overnight | inhibition, % at 12.6 µM | 0.086% of 350,000 active;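 active means mean inhibition across replicates of 30% or more, regardless of how many single replicates reach that level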;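 further: positive control wells lacked labelled fibronectin entirely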
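Assay system: AH1F fibroblasts / Quantity: 10000 cells per well / Medium: DMEM plus 2% serum, read in PBS / Reagent: labelled fibronectin 24 nM / Dosing: single dose, pinned / Times: 1 h cell attachment, overnight exposure to compound and label / Signal: fluorescence, ex 485 nm, em 525 nm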
PGC1a acetyl inh – modulators of PGC1a acetylation. 0.17% of 350,000 active. U2OS PGC1a acetylation, AlphaScreen anti-acetyl-lysine; with virally co-expressed GCN5 acetyltransferase. inhibition, % at 15.6 µM;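 active means every replicate shows inhibition of at least 40%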;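 further: 0% = neutral control wells and 100% = positive control wells; some results beyond the cut were filed as inactive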
PAX8 inh HTS – PAX8 transcriptional activity inhibition. AID 652154. RMG-I TPO-luciferase reporter, SteadyGlo, 24 h. inhibition, % at 12.6 µM. 1.2% of 360,000 active;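 active means mean replicate inhibition at least 60% with every replicate also reaching 60%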;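 further: luciferase light reporting Pax8 driven TPO promoter activity; plate controls were median of neutral control wells for no effect and mitoxantrone controls for full effect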
Cneo AK release – causes C. neoformans cell lysis; adenylate kinase release luminescence, 4 h; normalised: neutral wells 0, clomiphene wells 100; lysis activity, % at 15 µM; 0.2% of 360,000 active; AID 651654;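 active means mean lysis activity across replicates of at least 80%, whatever share of replicates individually reach that level; inactive means mean lysis activity below 80%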
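Schedule: static 4 h at 37 °C with compound, 1 h detection; system: C. neoformans cells; benchmarks: Clomiphene as positive control; buffer or medium: fresh YPD medium; measure: luminescence rise reflecting yeast cell lysis; measured by: luminescent adenylate kinase detection reagent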
LGR2 antag – blocks bursicon-induced cAMP signaling via Drosophila LGR2; HEK293 LGR2, CRE-luciferase, bursicon-stimulated, 4 h; inhibition, % at 9.99 µM; 0.35% of 380,000 active;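 active means drop in luminescence signal, shown as inhibition above about 50% in the replicate tests, limit read from the data, passing the limit was not always enough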;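 further: agonist challenge used bursicon conditioned medium at about half maximal strength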
Casp6 inh – blocks human caspase-6 cleavage activity | P55212 | purified caspase-6, Z-VEID-R110 cleavage fluorescence | inhibition, % at 12.5 µM | 0.53% of 350,000 active;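 active means mean inhibition across replicates at least about 35%, with every replicate also reaching that limit, limit read from the data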;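 further: 0% = median of neutral control wells and 100% = no fluorescence left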
Target sequence (P55212 24-179 limits assumed): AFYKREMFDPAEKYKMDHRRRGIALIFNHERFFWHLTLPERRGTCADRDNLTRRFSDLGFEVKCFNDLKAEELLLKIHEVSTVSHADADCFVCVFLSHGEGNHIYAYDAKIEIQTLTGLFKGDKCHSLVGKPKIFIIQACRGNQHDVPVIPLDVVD
Target sequence (P55212 194-293 limits assumed): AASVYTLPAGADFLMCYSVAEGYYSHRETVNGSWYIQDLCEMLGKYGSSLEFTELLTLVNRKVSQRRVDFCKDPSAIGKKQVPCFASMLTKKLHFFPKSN
* marks the source's active call; other numbers are inactive results; / = no result given; [ ] = dose if it differs, or a comment.

[1] COCCNc1nc2nonc2nc1N(C)Cc1cccc2cnccc12
[2] CC1=CCC2C(=O)N(c3ccc(S(N)(=O)=O)cc3)C(=O)C2C1 (configuration not stated)
[3] COc1cccc(OCC(=O)Nc2ccncc2)c1
[4] CC(C)C(NC(=O)c1ccc(F)cc1)C(=O)N1CCOCC1 (configuration not stated)
[5] COc1ccc(CNC(=O)C[C@@H]2C=C[C@@H](NC(=O)CN(C)C)[C@@H](CO)O2)cc1
[6] COc1cccc(C#Cc2ccc3c(c2)O[C@@H](CN(C)C)[C@@H](C)CN([C@@H](C)CO)S3(=O)=O)c1
assay / entry	1	2	3	4	5	6
PAX8 inh HTS	3.2	-5.8	-1.4	10.0	-10.6	9.5
Cneo AK release	4.6	-0.5	-0.9	2.1	-0.5	4.1
PGC1a acetyl inh	3.1	2.4	/	-0.2	6.3	-27.9
EWS-Fli block	-0.8	-0.9	-8.9	-4.6	-70.4	15.4
FN deposition inh	3.4	-3.0	-16.9	-8.1	/	/
miR122 inh	3.2	7.2	/	3.3	/	-0.6[16.7 µM]
Casp6 inh	0.5	-3.9	-3.7	-0.9	1.0	2.3
LGR2 antag	8.8	-17.3	-1.8	-10.7	-16.9	4.4

[7] COc1ccc(-c2nc3ccccc3c(=O)n2-c2c(C)n(C)n(-c3ccccc3)c2=O)cc1
[8] CCc1noc(C)c1C(=O)N(C)CC(=O)Nc1ccc(OC)cc1
[9] CN(Cc1ccc(OC(F)F)cc1)C(=O)/C=C/c1ccc(S(=O)(=O)N2CCOCC2)cc1
[10] Cc1nnc(SCc2cc(=O)[nH]c(=S)[nH]2)s1
[11] CCC1(CC)NC(=O)N(CC(=O)OC(C)C(=O)Nc2ccc(S(N)(=O)=O)cc2)C1=O (configuration not stated)
[12] CCOC(=O)[C@H]1[C@H]2COc3ccc(OC)cc3[C@@H]2N2C(=O)c3cc(OC)ccc3NC(=O)[C@@]12C
assay / entry	7	8	9	10	11	12
PAX8 inh HTS	-11.4	-23.7	10.8	-16.8	-7.8	4.0
Cneo AK release	5.6	-0.4	14.1	/	-0.2	-0.2
PGC1a acetyl inh	5.0	6.2	5.6	13.9	/	4.1
EWS-Fli block	2.2	-0.1	14.3	-18.4	-28.4	2.8
FN deposition inh	-0.8	-0.5	-19.4	2.5	2.9	4.9
miR122 inh	/	-5.4	2.8	/	-5.8	3.7
Casp6 inh	-0.6	0.6	-1.8	-2.3	-1.2	2.3
LGR2 antag	3.6	-5.7	38.4	3.5	-0.8	0.9

[13] CCOCCn1c(CN2CCN(c3ccc(F)cc3)CC2)nc2c1c(=O)n(C)c(=O)n2C
[14] O=C(COC(=O)Cc1ccc(Br)cc1)NC1CCCCCC1
[15] Cc1ccc(CCNC(=O)C2CCN(S(=O)(=O)c3ccc4c(c3)NC(=O)CO4)CC2)cc1
[16] CN(C)c1ccc(C(=O)N2CCNC(=O)C2CC(=O)Nc2ccc(F)cc2)cc1 (configuration not stated)
[17] CCOc1ccc(S(=O)(=O)N2CCN(c3ncccn3)CC2)cc1
[18] CC(C)(C)CNc1cc(N2CCCC2)ccc1[N+](=O)[O-]
assay / entry	13	14	15	16	17	18
PAX8 inh HTS	17.0	13.4	11.4	-2.5	12.4	/
Cneo AK release	2.8	/	-2.4	2.4	-3.5	-3.2
PGC1a acetyl inh	10.1	1.4	/	-0.3	/	20.1
EWS-Fli block	/	4.5	/	0.5	5.8	12.7
FN deposition inh	6.2	-0.9	14.4	/	1.2	/
miR122 inh	-12.0	/	/	/	/	-6.2
Casp6 inh	/	6.5	-1.1	8.2	0.5	-0.3
LGR2 antag	/	20.3	-8.3	19.4	-3.4	/

[19] C[C@@H]1CN([C@H](C)CO)C(=O)c2cc(N(C)C)ccc2O[C@@H](C)CCCCO[C@@H]1CN(C)C(=O)Nc1ccc2c(c1)OCO2
[20] C[C@H](CO)N1C[C@H](C)[C@@H](CN(C)Cc2ccc(-c3ccccc3)cc2)Oc2ccc(NS(=O)(=O)c3ccc(Cl)cc3)cc2C1=O
[21] Cc1ccc(S(=O)(=O)N(C)C[C@H]2Oc3ccc(NC(=O)CCC(F)(F)F)cc3C(=O)N([C@H](C)CO)C[C@@H]2C)cc1
[22] O=C(C1CC1)N1C[C@H]2[C@@H](c3ccccc31)[C@@H](CO)N2C(=O)c1ccccn1
[23] C[C@@H]1CN([C@H](C)CO)C(=O)c2cc(Br)cnc2O[C@@H]1CN(C)C(=O)C1CCCCC1
[24] Cc1noc(C)c1NC(=O)N(C)C[C@H]1OCCCC[C@@H](C)Oc2ccc(NC(=O)C3CCCCC3)cc2C(=O)N([C@@H](C)CO)C[C@H]1C
assay / entry	19	20	21	22	23	24
PAX8 inh HTS	9.0	/	-6.6	-18.8	-0.9	-8.3
Cneo AK release	/	2.9	45.8	-2.4	-2.0	1.8
PGC1a acetyl inh	-3.1	-2.1	48.4*	1.7	-6.0	-1.9
EWS-Fli block	4.4	-0.8	0.4	-5.5	-10.1	-0.2
FN deposition inh	/	/	-4.6	/	/	/
miR122 inh	10.8[16.7 µM]	-2.3[16.7 µM]	-0.6[16.7 µM]	18.2[16.7 µM]	21.3[16.7 µM]	-5.8[16.7 µM]
Casp6 inh	/	-0.5	0.3	/	-3.1	-0.5
LGR2 antag	40.8	13.9	-17.0	-3.4	-14.1	0.7

3 of these compounds in another layout:
item | SMILES | PAX8 inh HTS | Cneo AK release | PGC1a acetyl inh | EWS-Fli block | FN deposition inh | miR122 inh | Casp6 inh | LGR2 antag
21 | Cc1ccc(S(=O)(=O)N(C)C[C@H]2Oc3ccc(NC(=O)CCC(F)(F)F)cc3C(=O)N([C@H](C)CO)C[C@@H]2C)cc1 | -6.6 | 45.8 | 48.4* | 0.4 | -4.6 | -0.6[16.7 µM] | 0.3 | -17.0
22 | O=C(C1CC1)N1C[C@H]2[C@@H](c3ccccc31)[C@@H](CO)N2C(=O)c1ccccn1 | -18.8 | -2.4 | 1.7 | -5.5 | / | 18.2[16.7 µM] | / | -3.4
23 | C[C@@H]1CN([C@H](C)CO)C(=O)c2cc(Br)cnc2O[C@@H]1CN(C)C(=O)C1CCCCC1 | -0.9 | -2.0 | -6.0 | -10.1 | / | 21.3[16.7 µM] | -3.1 | -14.1

New compounds follow
[25] OC1(c2ccc(F)cc2)CN(c2ccccc2)C2=[N+]1CCS2 (configuration not stated)
[26] C[C@H](CO)N1C[C@H](C)[C@@H](CN(C)S(=O)(=O)c2ccccc2F)Oc2cc(-c3ccccc3)ccc2S1(=O)=O
[27] C[C@@H]1CN([C@H](C)CO)C(=O)Cc2cc(NC(=O)C3CC3)ccc2O[C@@H]1CN(C)Cc1ccc(Cl)c(Cl)c1
[28] O=S(=O)(Nc1nccs1)c1ccc(NS(=O)(=O)c2c(F)cc(F)c(Cl)c2F)cc1
[29] O=C(NCCCN1CCOCC1)[C@H]1[C@H](CO)[C@H]2Cn3c(cccc3=O)[C@@H]1N2C(=O)C1CCCCC1
[30] C[C@H]1CN([C@@H](C)CO)S(=O)(=O)c2ccc(-c3ccc(C(=O)N(C)C)cc3)cc2O[C@H]1CN(C)C(=O)C1CCCCC1
assay / entry	25	26	27	28	29	30
PAX8 inh HTS	1.1	38.9	22.0	-16.0	-41.7	/
Cneo AK release	8.0	-6.2	-0.2	0.0	/	3.1
PGC1a acetyl inh	-15.5	-13.7	-4.4	7.5	4.2	8.5
EWS-Fli block	/	11.0	/	3.6	7.5	-0.9
FN deposition inh	-12.7	-14.7	/	6.5	/	/
miR122 inh	0.1	3.3[16.7 µM]	1.7[16.7 µM]	1.3	/	9.0[16.7 µM]
Casp6 inh	/	2.2	-2.0	2.0	-1.8	-1.8
LGR2 antag	9.7	2.9	13.5	9.2	-11.8	-19.4

5 compounds out of the list above, sorted by the number in LGR2 antag, falling:
entry | mol | LGR2 antag
27 | C[C@@H]1CN([C@H](C)CO)C(=O)Cc2cc(NC(=O)C3CC3)ccc2O[C@@H]1CN(C)Cc1ccc(Cl)c(Cl)c1 | 13.5
25 | OC1(c2ccc(F)cc2)CN(c2ccccc2)C2=[N+]1CCS2 (configuration not stated) | 9.7
28 | O=S(=O)(Nc1nccs1)c1ccc(NS(=O)(=O)c2c(F)cc(F)c(Cl)c2F)cc1 | 9.2
29 | O=C(NCCCN1CCOCC1)[C@H]1[C@H](CO)[C@H]2Cn3c(cccc3=O)[C@@H]1N2C(=O)C1CCCCC1 | -11.8
30 | C[C@H]1CN([C@@H](C)CO)S(=O)(=O)c2ccc(-c3ccc(C(=O)N(C)C)cc3)cc2O[C@H]1CN(C)C(=O)C1CCCCC1 | -19.4
